Source: PubChem BioAssay (National Center for Advancing Translational Sciences (NCATS))
Pin1 inhibitor: qHTS Assay to Find Inhibitors of Pin1 | Pin1 FP peptide displacement, HiFluor488, 10 min | Potency, µM (top dose mostly 115 µM), inactives show top-dose activity, negative = inhibition, usual class: inhibitors | 390,000 tested, 0.009% active | AID 504891, 2011; active = well fitted inhibition curve with a large enough effect in the polarisation, with a control signal flat, not every such curve was filed as active; inconclusive = small, poorly fitted or top-dose-only effect, or effect the other way, or a change in a side signal; inactive = no such curve, though single readings can be large or run the other way; the % refers to the polarisation; also: % is scaled to controls: 0 for no effect and ±100 for the full control effect
RGS4 inh: Inhibitors of Regulator of G Protein Signaling (RGS) 4: qHTS | Regulator of G-protein signaling 4 (Homo sapiens), P49798 | Transcreener GDP fluorescence polarization, RGS4-accelerated GTP hydrolysis | Potency, µM (doses to about 114 µM), without a hit: at the top dose activity change, negative = inhibition, actives largely listed as inhibitors | 390,000 tested, 0.039% active | AID 504845, 2011; also: % is scaled to controls: 0 for no effect and ±100 for the full control effect; nearly all actives have a fitted effect of over 75% in size; some results filed as inactive show a strong effect at the top dose
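MLSMR compounds (23 nl, pin-transferred) preincubated 10 min at room temperature with a 500nM (2x) first reagent, then RGS4 at 900nM (2x) plus Transcreener GDP mix added; fluorescence polarization (620/688 nm) read before and after 90 min at 30 °C.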
JMJD2A Tudor inh: qHTS Assay for Inhibitors of JMJD2A-Tudor Domain; Lysine-specific demethylase 4A (Homo sapiens), O75164; AlphaScreen JMJD2A-Tudor / H3K4me3 peptide binding; Potency, µM (doses to about 114 µM), for inactives: at the highest dose activity change, negative = inhibition, hits mostly inhibitors; 390,000 tested, 4.4% active; AID 504339, 2011; also: % is scaled to controls: 0 for no effect and ±100 for the full control effect; nearly all actives have a fitted effect of over 50% in size
Target sequence (O75164 whole entry, looked up, the tested form may be a part): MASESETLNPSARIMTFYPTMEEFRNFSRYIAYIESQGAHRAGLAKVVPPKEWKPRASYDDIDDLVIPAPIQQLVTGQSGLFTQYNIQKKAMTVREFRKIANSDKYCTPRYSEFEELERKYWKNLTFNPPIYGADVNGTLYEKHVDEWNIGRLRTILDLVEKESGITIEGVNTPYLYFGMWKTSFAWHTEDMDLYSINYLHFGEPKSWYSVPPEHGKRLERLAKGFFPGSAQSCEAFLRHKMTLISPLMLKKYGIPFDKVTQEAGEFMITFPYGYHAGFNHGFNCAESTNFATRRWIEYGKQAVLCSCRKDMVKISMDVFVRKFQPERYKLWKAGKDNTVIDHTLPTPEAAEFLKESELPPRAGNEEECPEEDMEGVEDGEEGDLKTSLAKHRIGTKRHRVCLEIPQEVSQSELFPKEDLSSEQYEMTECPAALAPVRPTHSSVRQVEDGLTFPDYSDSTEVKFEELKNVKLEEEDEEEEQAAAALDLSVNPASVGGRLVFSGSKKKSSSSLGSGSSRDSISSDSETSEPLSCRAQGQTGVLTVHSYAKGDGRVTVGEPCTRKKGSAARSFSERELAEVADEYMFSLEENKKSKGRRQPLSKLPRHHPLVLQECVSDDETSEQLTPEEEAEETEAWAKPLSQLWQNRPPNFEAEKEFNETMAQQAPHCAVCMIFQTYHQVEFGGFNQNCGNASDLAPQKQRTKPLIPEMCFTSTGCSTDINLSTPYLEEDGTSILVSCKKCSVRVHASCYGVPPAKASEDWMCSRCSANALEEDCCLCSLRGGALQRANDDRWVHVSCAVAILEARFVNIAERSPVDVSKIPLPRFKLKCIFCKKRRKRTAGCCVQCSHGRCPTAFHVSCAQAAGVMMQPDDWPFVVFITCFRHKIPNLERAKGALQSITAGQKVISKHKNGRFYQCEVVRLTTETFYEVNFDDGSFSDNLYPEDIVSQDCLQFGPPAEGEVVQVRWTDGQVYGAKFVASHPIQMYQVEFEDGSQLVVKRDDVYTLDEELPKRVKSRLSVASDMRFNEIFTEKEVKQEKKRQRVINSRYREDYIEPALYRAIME
GLS inh: qHTS for Inhibitors of Glutaminase (GLS); Potency, µM (top dose mostly 45.5 µM), for inactives: at the top dose activity change, negative = inhibition, actives largely listed as inhibitors; AID 624170, 2012; 410,000 tested, 0.21% active; Glutaminase kidney isoform, mitochondrial (Homo sapiens), O94925; GLS enzymatic activity, qHTS titration; also: % is scaled to controls: 0 for no effect and ±100 for the full control effect
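Enzyme dispensed in phosphate buffer (45 mM, pH 8.2, 0.02% Tween-20), compounds pinned in, then 1 mM L-glutamine solution and the glutamate oxidase–HRP–Amplex Red mix added; fluorescence read immediately and again after 30 min at room temperature.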
TrxR1 inh: qHTS Assay for Inhibitors of Mammalian Selenoprotein Thioredoxin Reductase 1 (TrxR1): qHTS; recombinant rTrxR1, NADPH fluorescence consumption, selenite substrate; Potency, µM (doses to about 114 µM), for inactives: at the top dose activity change, negative = inhibition, usual class: inhibitors; 390,000 tested, 1% active; AID 588453, 2011; also: % is scaled to controls: 0 for no effect and ±100 for the full control effect; nearly all actives have a fitted effect of over 65% in size
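Rat TrxR1 (90 nM in the dispensed reagent) was pre-reduced with 400 uM NADPH for 5 min at room temperature, then incubated with compound for 15 min. After 400 uM selenite was added, NADPH fluorescence (Ex 340/Em 450 nm) was followed for 8 min.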
ERG Ets-DNA blk: qHTS for Small Molecule Inhibitors of the ERG Ets/DNA interaction. Transcriptional regulator ERG (Homo sapiens), P11308. fluorescence polarization, His-ERG Ets domain / labelled DNA. 370,000 tested, 0.028% active. Potency, µM (highest dose often 76.9 µM), without a hit: at the top dose FP activity, negative = inhibition, hits mostly inhibitors; active = well fitted inhibition curve with a large enough effect in the polarisation, with a control signal flat; inconclusive = small, poorly fitted or top-dose-only effect, or effect the other way, or a change in a side signal; inactive = no such curve, though single readings can be large or run the other way; the % refers to the polarisation;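 also: polarization taken with two DNA probes labelled with fluorescein and Texas red; % of control where 0% means no effect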
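His-tagged ERG Ets domain (1 uM in the protein solution; 300mM KCl, 50mM Tris-HCl, 1mM EDTA, 1mM DTT, pH 7.5) received compound, then a probe mix of 5 nM fluorescein-DNA and 100nM Texas-615-DNA. Fluorescence polarization was read for both dyes.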
Tb PGK inh: qHTS Assay to Find Inhibitors of Phosphoglycerate Kinase; Phosphoglycerate kinase, glycosomal (Trypanosoma brucei brucei), P07378; AID 602233, 2012; 380,000 tested, 0.043% active; Potency, µM (doses to about 57.5 µM), without a hit: at the highest dose activity change, negative = inhibition, hits mostly inhibitors; PGK/GAPDH coupled, Kinase-Glo luminescence, 60 min; also: % is scaled to controls: 0 for no effect and ±100 for the full control effect; nearly all actives have a fitted effect of over 60% in size
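Recombinant glycosomal PGK reaction used 1,3-bisphosphoglycerate generated in-well by GAPDH (100nM final) in 100mM TEA pH 7.6, 5mM MgCl2, 0.01% Tween-20. After 60 minutes at room temperature, ATP was read by Kinase-Glo Plus luminescence end-point.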
HP1b binding inh: HTS for Inhibitors of HP1-beta Chromodomain Interactions with Methylated Histone Tails. Chromobox protein homolog 1 (Homo sapiens), P83916. AlphaScreen HP1-beta / biotin-H3K9me3 peptide binding. Potency, µM (doses to about 114 µM), without a hit: top-dose activity change, negative = inhibition, usual class: inhibitors. 390,000 tested, 0.56% active; also: nearly all actives have a fitted effect of over 70% in size; inactives centre near 23
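Compound inhibition of the preformed complex between 50 nM HP1-beta and 50 nM biotinylated H3K9me3 peptide was read by AlphaScreen. Buffer was PBS pH 7.4 with 0.01% Tween-20. Incubations ran 30 min at room temperature, with 10 ug/mL donor/acceptor beads.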
ALOX12 inh: Primary qHTS assay for inhibitors of human arachidonate 12S-lipoxygenase (ALOX12): Round 2; purified 12hLO, xylenol orange hydroperoxide absorbance; Potency, µM (titrated, usually from 108 µM), inactives show at the highest dose activity change, negative = inhibition, most hits filed as inhibitors; 580,000 tested, 1.1% active; also: % is scaled to controls: 0 for no effect and ±100 for the full control effect
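Purified human 12hLO (150 nM final) in 25 mM Hepes, 0.01% Triton X-100, pH 7.0 was preincubated 15 min at room temperature with compound. Then 40 uM arachidonic acid was added, 30 min. Hydroperoxide was read by Fe-XO absorbance ratio 573/405 nm.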
* hit, by the source's call; i = inactive; ? = inconclusive; / = no result given; & = joins results of further samples; [ ] = remark or other dose. Unless noted, calls follow the shape of the dose curve; as a rule, active = well fitted curve in the direction sought with a large enough effect; inconclusive = small, poorly fitted or top-dose-only effect, or another doubt; inactive = no such curve, though single readings can be large; an effect the other way counts as inactive or inconclusive. Potency is read from the fitted curve at half-maximal effect.

SMILES | Pin1 inhibitor | RGS4 inh | JMJD2A Tudor inh | GLS inh | TrxR1 inh | ERG Ets-DNA blk | Tb PGK inh | HP1b binding inh | ALOX12 inh
CCC(=O)N(CCc1ccccc1)Cc1cc2cc3c(cc2[nH]c1=O)OCO3 | / | ? | -20.1% | 1.3% | 6.5% | 2.2% | -7.2% | 29.2% | 12.0%
COc1ccc(C2=NOC(C(=O)Nc3ccc4c(c3)OCO4)C2)cc1OC (stereo not given) | -3.6% | -15.1% | -26.4% | -4.9% | 22.2% | -5.8% | -2.9% | 16.9% | 3.4%
COc1cc(/C=N/NC(=O)c2ccc3c(c2)OCCO3)cc(Cl)c1O | -8.4% | 21.4% | -16.4% | 15.1% | 2.0% | -4.4% | -2.0% | 30.0% | 20.8%
CCc1cccc(NC(=O)c2cc(S(=O)(=O)N(C)C)ccc2N2CCCC2)c1 | -3.3% | 24.4% | -21.9% | 0.2% | 11.7%[57.1 µM] | -10.4% | 1.9% | 1.4% | -7.2%
CCOC(=O)C1=NNC(C(=O)c2ccc(OC)cc2)C1c1ccccc1 (stereo not given) | -5.0% | 11.3% | -11.9% | -2.9% | 0.0%[57.1 µM] | -4.1% | -1.2% | 23.2% | ?
Cc1cccc(Nc2nnc(C)c(=O)n2N)c1 | 4.8% | 14.2% | -3.1% | 7.1% | 0.6%[57.1 µM] | 1.1% | 2.3% | 13.9% | 5.8%
ClC(=C\c1ccccc1)/C=N/N1CCN(c2ccccn2)CC1 | ? | -12.8% | -20.3% | 4.7% | 2.9% | 3.0% | -0.3% | 10.7% | -16.7%
Cc1cc(C)c(NC(=O)Cn2c(=O)n(Cc3ccc4c(c3)OCO4)c(=O)c3ccccc32)c(C)c1 | -7.0% | 13.9% | -12.6% | 0.3% | 25.8% | 1.9% | -7.6% | 14.1% | -1.3%
C[C@]12c3[nH]c4ccccc4c3CCN1C(=O)C(CC(=O)NCC13CC4CC(CC(C4)C1)C3)C[C@@H]2C(=O)N1CCCCC1 (stereo not given in full) | ? | -5.7% | ? | 1.3% | 15.5% | 7.9% | -9.5% | -11.3% | -28.0%
CN(Cc1nc2ccccc2c(=O)[nH]1)C(=O)c1cc2c(s1)CCCCC2 | 0.3% | 4.7% | -12.4% | -20.8% | 8.1%[2.29 µM] | 0.7% | i | 10.6%[57 µM] | 15.3%
CCN1CCN(Cc2ccc(NC(=O)c3ccc(C)c(NC(=O)c4ccc5n[nH]nc5c4)c3)cc2C(F)(F)F)CC1 | -9.4% | 19.7% | -18.8% | 3.0% | 1.1% | 5.6% | 7.3% | 41.1%[activator] | -1.5%
CCOC(=O)NC(=O)CSc1nc2ccc(C)cc2[nH]1 | -1.1% | 2.7% | -8.4% | 1.0% | 10.5%[57.1 µM] | 5.8% | -11.2% | 32.7% | -3.2%
Fc1cccc(Cl)c1/C=C/c1cnc2ccccc2n1 | 0.5% | ? | 20.0% | -9.1% | 24.9% | -11.8% | ? | 28.1% | ?
CCCNC(=O)c1cnn(-c2ccc(C)c(C)c2)c1C1CCN(C(=O)OC(C)(C)C)CC1 | -13.7% | 2.7% | -0.3% | 5.5% | 4.5% | -12.0% | 0.7% | 30.5% | -26.4%
CCOc1ccc2[nH]c(=O)c(CN(CC3CCCN3CC)C(=O)NCc3ccccc3)cc2c1 (stereo not given) | ? | 25.9% | -19.5% | 5.4% | ? | -3.0% | -2.5% | 6.8% | 0.8%
CC(C)OC(=O)CSc1nnc(SCc2cccc3ccccc23)s1 | 1.2% | -10.9% | 99.4%[activator] | -14.1% | 2.0% | 2.0% | -1.9% | 245.0%[activator] | 13.6%
Cc1cccc(NC(=O)c2ccc3[nH]c(C)cc(=O)c3c2)c1 | 6.6% | -25.9% | -8.3% | -4.8% | 6.5% | 1.1% | -8.2% | 65.7%[activator] | -11.4%
O=C(CCC(=O)N(CC(=O)NC1CCCC1)Cc1ccc(F)cc1)Nc1nccs1 | -9.2% | -2.9% | 6.3% | -1.9% | 10.6%[57.1 µM] | -1.1% | 1.1% | 17.7% | -16.4%
CN(C(=O)COC(=O)c1ccc2ccccc2n1)c1ccccc1 | -5.9% | -15.4% | -4.8% | -1.7% | 13.4% | -2.5% | -1.4% | 19.0% | 2.8%&2.0%
Cc1ccc(SCC2CNc3nc4ccccc4c(=O)n32)c(C)c1 (stereo not given) | -2.1% | 2.7% | -1.4% | 0.1% | 8.4%[57.1 µM] | 10.1% | -0.7% | 39.2%[activator] | 8.1%
Cc1cc(NC(=O)C(C)SCC(=O)OC(C)C(=O)Nc2cccc(C#N)c2)no1 (stereo not given) | 7.1% | -9.1% | -8.3% | -4.4% | 0.1% | -7.9% | i | 30.9% | -24.2%
Fc1ccc(C(c2nnnn2CCc2ccccc2)N2CCCc3ccccc32)cc1 (stereo not given) | 6.0% | 7.0% | -11.4% | 0.7% | 0.9% | -5.3% | -1.6% | 48.7%[activator] | -4.4%
COc1ccc(C(=O)NC(=S)Nc2ccccc2F)cc1 | 0.1% | 11.8% | -9.9% | -1.0% | ? | -1.2% | -3.2% | ? | -16.8%
Cc1cc(C)c(C#N)c(Nc2cccc(Br)c2)n1 | -4.7% | 2.3% | 9.1% | -9.3% | 12.5%[57.1 µM] | -8.5% | -5.4% | 60.6%[activator] | 0.0%
COc1cc2cc(CCOC(=O)c3ccc(C(F)(F)F)cc3)oc(=O)c2cc1OC | -7.6% | 6.4% | -5.6% | -0.5% | 30.7%[57.1 µM] | -14.6% | -0.9% | 52.1%[activator] | -11.6%
CS(=O)(=O)N(Cc1ccc(F)cc1)Cc1nc2ccccc2c(=O)[nH]1 | -5.3% | -13.4% | -13.8% | 1.9% | 5.4% | -0.8% | -8.0% | 32.0% | 26.8%
COc1ccccc1NS(=O)(=O)c1cccc(C(=O)N/N=C/c2ccc([N+](=O)[O-])o2)c1 | -6.9% | -30.1% | -28.1% | -1.8% | 39.8µM* | 4.4% | -4.1% | 20.2% | -13.9%
Cc1nc2cc(-c3ccccc3)nn2c(C)c1CCC(=O)NCc1ccco1 | 6.3% | -16.7% | -20.6% | -1.8% | -11.5% | 2.2% | -6.7% | 17.8% | -23.5%
Cc1ccc(NC(=O)CCNC(=O)c2ccccc2Cl)cc1S(=O)(=O)N(C)C | 10.5% | -12.5% | 7.8%[57.1 µM] | -2.0% | 1.3% | -4.2% | i | 55.0%[activator] | -23.6%
COc1ccc(-c2onc(C)c2-c2ccccc2)c(O)c1 | 7.3% | -6.0% | -4.4% | 21.2% | -0.6% | -5.8% | 4.6% | 15.1% | -9.7%[57.4 µM]
COc1ccccc1N(CC(=O)N1CCCCCC1)S(=O)(=O)c1ccc(C)cc1 | 3.8% | -23.9% | -5.3% | -15.6% | 4.6%[57.1 µM] | 6.9% | -0.4% | 52.5%[activator] | -9.3%
CCn1c2ccccc2c2cc(/C=N/NC(=O)c3cc(O)cc(O)c3)ccc21 | -6.0% | -40.9% | -33.3% | -6.5% | 14.8%[57.1 µM] | 6.8% | -0.3% | ? | -4.1%
O=C(CSc1nc2[nH]ncc2c(=O)n1-c1ccccc1Cl)N1CCCC1 | -12.2% | -15.1% | -18.7% | -5.8% | ? | -6.2% | -7.1% | 20.2% | 0.2%
Cc1nn(C)c(C(=O)Sc2cccc(Cl)c2)c1[N+](=O)[O-] | -6.9% | ? | 4.2% | 22.7% | 2µM* | -1.6% | -8.5% | 98.8%[activator] | ?
O=C(NCc1ccc2c(c1)CCN2C(=O)c1ccc(F)cc1)c1ccc(Br)o1 | -3.3% | 7.5% | -30.0% | 1.3% | -0.8%[57.1 µM] | -0.1% | -3.6% | 17.6% | 1.4%
O=C(NNS(=O)(=O)c1ccc(Br)cc1)c1sccc1-n1cccc1 | -5.4% | -10.2% | -6.0%[11.4 µM] | -4.4% | 19.3%[57.1 µM] | -3.7% | -0.4% | 9.0% | -12.2%
N#Cc1ccccc1CSc1nc(N2CCCCC2)nc(N2CCCCC2)n1 | 0.6% | -13.2% | 2.2% | 6.7% | 16.4%[57.1 µM] | -7.7% | -10.7% | 50.7% | 0.0%
COc1ccccc1N1CCN(c2nc(-c3ccc(C)cc3)nc3ccccc23)CC1 | 9.2% | 28.3% | -17.1% | 6.6% | 48.2%[activator][57.1 µM] | 2.3% | i | 37.5%[activator] | -17.3%
Cc1ccc(OCC(=O)N2CCCCCCC2)cc1C | -15.8% | -19.8% | -6.2% | -3.6% | 29.8% | 0.7% | i | 17.8% | ?
Cn1c(C(=O)c2ccccc2)nc2ccccc21 | -6.3% | -12.2% | 19.7% | 0.5% | -23.7% | 10.1% | -1.9% | 61.2%[activator] | 37.7%[activator]

The list is partial; rates above refer to the full screens.
